Compound activity as filed in PubChem.
Lipid droplet = hepatic lipid droplet formation modulation | inhibition, % at 6.5 µM | AML12 mouse hepatocytes, oleate lipid droplets, BODIPY imaging | 240,000 compounds, 0.4% hits;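 active = lipid droplet intensity inhibited by at least 50%, with more than 500 cells counted; inconclusive = wells with under 300 cells, treated as cytotoxic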
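Material – mouse AML12 hepatocyte cell line, fixed after treatment · Compound dosing – one dose, 6.5 µM compound · Times – compound with oleate, overnight · Measured by – Image-based BODIPY and DAPI two-channel analysis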
Autophagy mod = autophagy modulation, high-content screen. MEF GFP-LC3 puncta imaging; test concentration mostly 10 µM. calls only at 10 µM (by protocol). 190,000 compounds, 0.98% hits. AID 463193;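 active = percentage of spot-positive cells more than 3 SD above its plate mean, without a fluorescence outlier flag or 80% toxicity; inconclusive = no clear call, values can overlap the other calls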;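 also: spot-positive cell cutoff set from DMSO-treated cells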
WT yeast gro inh = growth inhibition of WT yeast, mitochondrial fusion screen; 190,000 compounds, 2.1% hits; AID 1362; mitochondrial fusion phenotypic screen, WT strain; inhibition, % at 10 µM; in the data active = inhibition above about 58%; tested in S. cerevisiae
T cell HTS = T cell immune modulation candidate. 2C CD8+ T cell-vesicle binding, flow cytometry; stronger effect = lower value. calls only at 7 µM. 330,000 compounds, 0.068% hits;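 active = response, share of CD8 T cells binding vesicles, and their 90th percentile fluorescence all below set limits, cut at about 80% in these data, passing the limit was not always enough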
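Test system: purified 2C TCR transgenic mouse naive CD8+ T cells. Probe or stimulus: QL9-peptide-loaded Drosophila micro-vesicles bearing Ld, ICAM-1 and B7-1. Incubation: binding step 1.5 h, 37 °C, antibody labelling 20 min, ice. Measured by: flow cytometry of vesicle-bound cells.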
b-catenin transl = beta-catenin nuclear translocation modulation. nuclear translocation activity, % at 5 µM. 190,000 compounds, 0.3% hits. AID 1665. HeLa beta-catenin nuclear translocation, immunofluorescence imaging;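 active = nuclear translocation activity above 50% at 5 µM, with a well cell count of 50 or more; inconclusive = wells under 50 cells across six images, flagged as toxic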;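 also: per-cell ratio of nuclear to cytoplasmic median beta-catenin stain intensity; plate controls were DMSO negative control for no effect and GSK-3 inhibitor IX positive control for full effect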
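System: Human HeLa cells, endogenous beta-catenin | Compound dosing: 5 µM primary, 0.02–20 µM confirmation | Timing: 24 h compound exposure at 37°C, 5% CO2 | Measured by: Fluorescence imaging of beta-catenin antibody stain plus DAPI | Read-out basis: % activation of per-cell nuclear versus cytoplasmic median beta-catenin signal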
Ins promoter up = MIN6 insulin promoter up-regulation | MIN6 insulin promoter-GFP reporter, high-content imaging; stronger effect = higher value | z-score at 5 µM | 190,000 compounds, 0.3% hits | AID 1625;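 active = z-score above 3 at 5 µM with at least 500 cells counted in the well; inconclusive = wells under 500 cells, flagged as cytotoxic or low count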
MT stabilize HCS = microtubule stabilization, imaging screen; HeLa tubulin immunostaining HCS, 24 h; share of cells brighter than vehicle mean+2SD; % tubulin-high responders, % at 10 µM; AID 2205; 200,000 compounds, 0.83% hits;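 active = plate Z-score above 3 for both tubulin-high and condensed-nucleus cell shares, with cell loss under 80%, at 10 µM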;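 also: anti alpha tubulin signal scored within the nucleus-defined area of each cell; some results filed as inactive read as strong as hits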
West Nile antiviral = West Nile virus antiviral activity, cell-based, CPE readout (AID 1621); West Nile virus-infected cells, CPE inhibition; higher % means a stronger effect; CPE inhibition, % at 10 µM; hits with a dose series show IC50 in µM; 290,000 compounds, 0.02% hits; in the data active = a potency from the dose series; inconclusive = CPE inhibition mostly from about 3.7% at the one dose, without a potency; inactive = the rest, 99 in 100 with CPE inhibition below about 2.2%; also: strong numbers were not always called active
Myeloid diff MLP = promotes myeloid progenitor differentiation. ER-HoxA9 myeloid progenitors, lysozyme-GFP differentiation, flow cytometry. calls only at 10 µM. 360,000 compounds, 1% hits;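 active = normalized GFP-positive differentiation at or above the plate's own cutoff, the solvent-only control mean plus 3 SD; inconclusive = no clear call, values can overlap the other calls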;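 also: cells exposed to compound for four days before flow analysis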
WT yeast gro inh mutant strain = further read-out of WT yeast gro inh, marked with its call; inhibition, %; mitochondrial fusion phenotypic screen, mutant strain inhibition
Ins promoter up cell count = also measured in Ins promoter up; calls as there; cell count; measured here: cytotoxicity, nuclei count;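 total cells summed across four imaged fields per well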
Lipid droplet cells 6.5 µM = further read-out of Lipid droplet, marked with its call; cell count; measured here: cell count, cytotoxicity flag;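 cells counted across two imaged fields per well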
b-catenin transl cell count 5 µM = recorded beside b-catenin transl, whose call it bears; cell count; measured here: cell count, cytotoxicity flag
T cell HTS vesicle-bound % = further read-out of T cell HTS, marked with its call; double positive events, %; measured here: CD8+ vesicle-bound cell fraction;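 binding gate set so that unloaded-vesicle control wells show 10% double positive cells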
MT stabilize HCS Hoechst-high % = also measured in MT stabilize HCS; calls as there; % Hoechst-high responders; measured here: nuclear condensation Hoechst responders;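 share of cells brighter than vehicle mean plus two SD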
MT stabilize HCS cytotoxicity % = further read-out of MT stabilize HCS, marked with its call; toxicity, %; measured here: cytotoxicity by cell density;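 0% = mean cell density of plate MIN control wells and 100% = no cells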
Autophagy mod cell loss 18 h = also measured in Autophagy mod; calls as there; toxicity, %; measured here: cell loss, nuclei count;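 cell loss after 18 h compound exposure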
Myeloid diff MLP GFP+ MAC1+ % = second read-out of Myeloid diff MLP, no call of its own (marks repeat the call); GFP+ MAC1+ double positive, %; measured here: differentiation confirmed by MAC1 staining
The depositor's hits bear a star; i = inactive; ? = inconclusive; . = not tested or not shown; + = active, no number.

1: COc1cccc(C(C)N(C)Cc2nc(-c3ccoc3)oc2C)c1 (stereo unspecified)
2: CN1C(=S)SC(N(O)C(=O)Nc2ccccc2)C1(C)C (stereo unspecified)
3: COc1cccc(NC(=O)CSc2nnc(-c3ccco3)c(-c3ccco3)n2)c1
4: Cc1cc(C)nc(N2CCC(C(=O)NCc3ccccc3F)CC2)n1
5: Cc1nc(C(=O)Nc2ccc(Cl)cc2)sc1C1(C)CC(c2ccccc2)=NO1 (stereo unspecified)
6: CC(=O)Nc1ccc(NC(=S)Nc2ccc(Br)cc2)cc1
7: O=C(O)CSCC(=O)NCc1ccccc1
8: CCCn1c(=O)c(C(=O)NCC2CCCO2)c(O)c2ccccc21 (stereo unspecified)
9: Cc1ccc(CS(=O)(=O)CCC(=O)NCCC(C)C)cc1
10: CCOC(=O)C(C#N)C(Cc1ccccc1)c1ccco1 (stereo unspecified)

Screen / compound no.	1	2	3	4	5	6	7	8	9	10
Lipid droplet	-14	-6	-8	19	3	-4	.	-10	.	0
Lipid droplet cells 6.5 µM	667	751	743	757	702	731	.	738	.	730
Autophagy mod	i	i	.	i	.	.	i	i	i	i
Autophagy mod cell loss 18 h	2	-5	.	8	.	.	-6	14	6	0
WT yeast gro inh	17	2	.	-5	.	.	6	1	-19	5
WT yeast gro inh mutant strain	-5	18	.	4	.	.	5	19	-9	23
T cell HTS	i	i	i	i	i	i	i	i	i	i
T cell HTS vesicle-bound %	38	56	30	7	8	37	42	23	10	50
b-catenin transl	0.1	.	.	1.5	-0.2	1.0	-6.0	-0.6	0.8	.
b-catenin transl cell count 5 µM	1548	.	.	1493	1336	1323	1003	1580	1318	.
Ins promoter up	-0.46	-0.34	.	-0.01	-0.74	-0.08	1.3	0.79	-0.54	0.53
Ins promoter up cell count	1723	1253	.	1520	913	1385	1286	1675	1014	1227
MT stabilize HCS	3.4	1.7	.	3.6	.	.	4.7	3.9	1.7	2.7
MT stabilize HCS Hoechst-high %	1.7	1.6	.	2.1	.	.	2.0	1.8	1.8	2.2
MT stabilize HCS cytotoxicity %	3.0	6.3	.	8.3	.	.	15	3.7	9.6	10
West Nile antiviral	-0.8%	1.6%	-0.5%	-0.4%	-0.6%	0.5%	-0.2%	0.9%	0.6%	-0.2%
Myeloid diff MLP	.	i	+	i	i	i	i	i	i	i
Myeloid diff MLP GFP+ MAC1+ %	.	3.1	16*	0.7	1.0	0.3	4.4	0.1	5.8	3.2

11: Cc1ccc(C(=O)NCC(=O)NCC(=O)OCc2ccc(Oc3ccc([N+](=O)[O-])cc3)cc2)cc1
12: CCCN(CCC)S(=O)(=O)c1cccc(C(=O)Nc2ccc3c(c2)OCO3)c1
13: O=C1CN(C(=O)c2cccc(F)c2)C(c2ccc(F)cc2)c2cc(F)ccc2N1 (stereo unspecified)
14: CCC(C)NCCOc1cc(C)cc(C)c1C (stereo unspecified)
15: CCOC(=O)C1=C(N)OC2=C(C(=O)CC(C)(C)C2)C1c1ccccc1OCC#N (stereo unspecified)
16: C/C(=N\NC(=O)c1ccc(NS(=O)(=O)c2cccs2)cc1)c1ccc(C(C)(C)C)cc1
17: COc1ccc(-c2n[nH]c3c2CN(C(=O)c2ccc(OC)c(OC)c2)CC3)cc1
18: O=C(CSc1nc2[nH]ncc2c(=O)n1-c1ccccc1Cl)N1CCCC1
19: Cc1cc(C)cc(-n2c(C)cc(/C=N\NC(=O)COc3cccc4cccnc34)c2C)c1
20: C=CCc1cc(OC)ccc1OCCOCCN1CCc2ccccc2C1

Screen / compound no.	11	12	13	14	15	16	17	18	19	20
Lipid droplet	.	.	-10	15	10	33	-9	29	-13	-4
Lipid droplet cells 6.5 µM	.	.	842	709	758	691	662	720	697	629
Autophagy mod	i	i	.	i	i	i	.	i	i	i
Autophagy mod cell loss 18 h	-4	6	.	6	-2	17	.	-9	-13	6
WT yeast gro inh	.	27	.	8	-2	-17	.	10	2	21
WT yeast gro inh mutant strain	.	34	.	-10	15	-12	.	-17	3	13
T cell HTS	i	i	i	i	i	i	i	i	i	i
T cell HTS vesicle-bound %	12	43	62	31	16	61	5	28	44	42
b-catenin transl	.	1.9	.	-0.2	-5.0	0.5	.	0.9	-1.2	5.7
b-catenin transl cell count 5 µM	.	1185	.	1430	1186	1205	.	1157	1190	904
Ins promoter up	.	0.18	.	-0.05	0.52	0.5	.	-0.36	-0.23	-0.6
Ins promoter up cell count	.	929	.	1482	707	1425	.	1273	1446	1560
MT stabilize HCS	1.6	1.8	.	7.1	3.9	3.6	.	2.1	2.4	2.1
MT stabilize HCS Hoechst-high %	2.0	1.8	.	2.9	1.0	3.0	.	1.7	3.9	3.4
MT stabilize HCS cytotoxicity %	8.7	6.8	.	5.4	4.1	10	.	2.1	7.8	7.7
West Nile antiviral	0.2%	.	0.1%	-0.6%	0.4%	0.0%	0.0%	0.9%	1.3%	-1.3%
Myeloid diff MLP	i	i	i	i	i	i	?	i	i	i
Myeloid diff MLP GFP+ MAC1+ %	0.9	6.3	0.6	1.1	1.1	0.7	.	0.2	0.2	0.1

The final 2 entries of the part above come first, to join the parts.
19: Cc1cc(C)cc(-n2c(C)cc(/C=N\NC(=O)COc3cccc4cccnc34)c2C)c1
20: C=CCc1cc(OC)ccc1OCCOCCN1CCc2ccccc2C1
21: Cc1cc(=O)n2nc(-c3ccc(C(F)(F)F)cc3)sc2n1
22: Cc1cc(C)n(C2CC(=O)N(c3cccc(Cl)c3)C2=O)n1 (stereo unspecified)
23: O=C(NCc1ccccn1)c1ccc2c(c1)N(Cc1ccccc1)CCS2
24: O=C(Nc1cc(Cl)ccc1Cl)c1noc2c1CCCC2
25: Cc1cc[n+](-c2nc3ccccc3nc2[N-]S(=O)(=O)c2cccs2)cc1C
26: COc1ccc(C(=O)CSc2nnc(-c3ccco3)c(-c3ccco3)n2)cc1
27: O=C(NCCCN1CCN(CCCNC(=O)c2ccc(F)cc2)CC1)c1ccc(F)cc1
28: S=C(N/N=C/c1ccccc1)N1CCOCC1
29: CCn1c(SCC(=O)Nc2nc3ccc(OC)cc3s2)nnc1-c1ccoc1C
30: COc1ccc(NS(=O)(=O)c2ccc(NC(=S)NC(=O)C(C)C)cc2)cc1
31: Cn1nnc2cc(C(=O)NCc3ccco3)ccc21

Screen / compound no.	19	20	21	22	23	24	25	26	27	28	29	30	31
Lipid droplet	-13	-4	-1	28	-10	-8	2	-13	-2	6	.	.	-33
Lipid droplet cells 6.5 µM	697	629	742	746	703	743	663	636	696	611	.	.	765
Autophagy mod	i	i	i	i	.	.	i	i	i	i	i	i	i
Autophagy mod cell loss 18 h	-13	6	-11	7	.	.	8	18	-3	21	-13	-21	-2
WT yeast gro inh	2	21	-5	-20	.	.	2	9	0	22	42	16	14
WT yeast gro inh mutant strain	3	13	-14	2	.	.	5	10	3	7	10	-1	1
T cell HTS	i	i	i	i	i	i	i	.	i	i	i	i	i
T cell HTS vesicle-bound %	44	42	48	49	53	38	44	.	18	18	12	57	50
b-catenin transl	-1.2	5.7	-0.4	-1.4	-1.1	0.7	0.9	1.0	-1.3	0.7	-4.0	.	1.1
b-catenin transl cell count 5 µM	1190	904	1056	1107	1329	1192	1148	1505	1082	529	844	.	1161
Ins promoter up	-0.23	-0.6	.	-0.53	0.42	-0.23	0.22	-0.64	.	-0.19	-0.1	.	0.18
Ins promoter up cell count	1446	1560	.	1193	1130	1033	1522	1436	.	1206	1209	.	1210
MT stabilize HCS	2.4	2.1	2.2	2.4	.	.	5.5	3.4	1.5	2.7	1.9	3.6	3.1
MT stabilize HCS Hoechst-high %	3.9	3.4	1.2	2.8	.	.	2.4	1.4	2.1	2.0	2.7	1.1	1.8
MT stabilize HCS cytotoxicity %	7.8	7.7	11	9.4	.	.	9.6	0.8	4.3	1.3	9.3	4.8	3.6
West Nile antiviral	1.3%	-1.3%	0.1%	0.7%	-1.3%	0.1%	-0.8%	-0.2%	-0.3%	0.0%	0.5%	0.6%	0.3%
Myeloid diff MLP	i	i	i	i	i	i	i	i	i	i	i	i	i
Myeloid diff MLP GFP+ MAC1+ %	0.2	0.1	0.3	0.3	0.4	1.5	0.5	0.2	0.7	0.7	0.9	0.7	1.1

An unsorted share of the library. Share with any hit: about 3.9%.
